Compound activity deposited in PubChem BioAssay by The Scripps Research Institute Molecular Screening Center.
ssDAF-12 act: activators of S. stercoralis DAF-12 nuclear receptor; HEK293 ssDAF-12/GRIP1 lit1-tk-luc reporter, luminescence; % of 3 µM dafachronic acid response; activation, % at 6.8 µM; actives 1% (n = 370,000);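 active means activation above the mean over all tested compounds plus 3 SD, cut at about 0.9% in these data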;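 further: 0% = DMSO-only wells and 100% = 3 µM delta7-dafachronic acid wells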
PLCb3 inh: blocks human PLC-beta3 enzyme activity | Q01970 | Purified PLC-beta3, fluorogenic substrate, fluorescence | inhibition, % at 12.2 µM | actives 0.18% (n = 370,000) | AID 720704; in the data active means inhibition above about 11%;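 further: 0% = median of compound wells on plate and 100% = full blocker control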
FXN GAA850 act: increases GAA850 frataxin promoter reporter activity | HEK293 lucGAA850 FXN promoter luciferase reporter, 24 h; percent of 10 µM SAHA response | activation, % at 6 µM | AID 540364 | actives 0.56% (n = 360,000);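 active means activation above the average of all compounds screened plus 3 SD, cutoff fixed separately per campaign, cut at about 7.5% in these data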;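 further: 0% = DMSO wells and 100% = 10 µM SAHA wells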
ADAM10 inh: inhibitors of human ADAM10. recombinant ADAM10, EDANS/DABCYL FRET peptide cleavage, 3 h. inhibition, % at 7 µM. actives 0.62% (n = 370,000). AID 720582;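 active means inhibition above a per-campaign cutoff equal to the mean of compounds falling between control-based bounds plus 3 SD, cut at about 20% in these data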;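 further: 0% = DMSO wells while the 100% control is not disclosed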
ADAM17 inh: inhibits human ADAM17; P78536; recombinant ADAM17, EDANS/DABCYL FRET peptide cleavage; inhibition, % at 6.95 µM; actives 0.83% (n = 370,000);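 active means inhibition above the mean of compounds lying between control limits plus 3 SD, set per campaign, cut at about 8.5% in these data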;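 further: 0% = DMSO-only wells as the low control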
hcDAF12 agonist: activators of H. contortus DAF-12 nuclear receptor; HEK293 hcDAF-12 lit1-tk-luc reporter, luminescence; 0% DMSO, 100% Δ7-dafachronic acid; activation, % at 6.8 µM; actives 1.4% (n = 370,000); AID 652067;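 active means activation above the mean of all tested compounds plus 3 SD, cut at about 5.5% in these data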;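 further: 100% = response to 3 µM Δ7-dafachronic acid high control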
DAX1 inh-1: inhibitors of human orphan nuclear receptor DAX1 (NR0B1); HEK293 Gal4-DAX1 luciferase reporter, luminescence; inhibition, % at 6.75 µM; actives 0.99% (n = 340,000); AID 504766;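 active means inhibition above the mean over all tested compounds plus 3 SD, cut at about 4.2% in these data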;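 further: 0% = DAX1-transfected cells with DMSO and 100% = empty-vector control cells with DMSO; inhibition shows as a rise in luminescence from relieved DAX1 repression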
HGIII-sPLA2 inh: Inhibits HGIII-sPLA2 liposome hydrolysis, primary screen; QFRET BODIPY PC-A2 liposome hydrolysis, fluorescence; inhibition, % at 12.2 µM; actives 0.56% (n = 370,000); AID 743126;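 active means inhibition above mean plus 3 SD of compounds lying within the high and low control bounds, cut at about 19% in these data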;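 further: 0% = median of test compound wells and 100% = no enzyme DMSO wells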
DAX1 inh-2: DAX1 (NR0B1) inhibition, primary screen. HEK293T StAR-luciferase reporter, SF-1/DAX-1 repression relief. inhibition, % at 6.8 µM. actives 1.1% (n = 370,000). AID 652010;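 active means inhibition above the mean over all tested compounds plus 3 SD, cut at about 3.6% in these data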;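 further: 0% = DAX-1 cells with DMSO and 100% = cells lacking DAX-1 with DMSO; higher inhibition means more luminescence from relief of DAX-1 repression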
PLC-gamma1 inh: inhibitors of human phospholipase C gamma1. P19174. purified PLC-gamma1, fluorogenic substrate, fluorescence. inhibition, % at 12.2 µM. actives 0.84% (n = 370,000). AID 720700; in the data active means inhibition above about 9.5%
hgDAF-12 ag: activates the H. glycines DAF-12 receptor ligand-binding domain. activation, % at 6.8 µM. HEK293 GAL4-hgDAF12 UAS-luciferase reporter, agonist luminescence; normalized to butyrate control. actives 1.8% (n = 370,000). AID 687014;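 active means activation above a cutoff set at the mean of all screened compounds plus 3 SD, cut at about 10% in these data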;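 further: 0% = DMSO wells and 100% = sodium butyrate wells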
Starred values were filed as active, the others as inactive; · = no result given.

SMILES	ssDAF-12 act	PLCb3 inh	FXN GAA850 act	ADAM10 inh	ADAM17 inh	hcDAF12 agonist	DAX1 inh-1	HGIII-sPLA2 inh	DAX1 inh-2	PLC-gamma1 inh	hgDAF-12 ag
CCN(Cc1ccccc1)c1ccc(/C=N/N2CCOCC2)cc1	-1.2	-19.6	2.7	-8.2	-0.6	0.8	-1.4	-8.6	-1.3	-19.8	2.2
Cc1cc(C)n(/N=C/c2cccc([N+](=O)[O-])c2)c(=O)c1	-0.9	10.0	-0.7	6.7	2.1	-0.3	0.2	2.6	0.2	3.1	-0.4
CCn1nc(NC(=O)c2ccncc2)c2cc3ccc(C)cc3nc21	-0.9	-21.5	-0.1	-9.2	-0.1	-1.9	-0.5	0.8	-0.1	-17.2	0.7
COc1ccc(OC)c(-c2c3c([nH]c(=S)c2C#N)CCCC3)c1	-2.3	-13.4	1.9	3.1	-0.7	0.5	-1.1	1.4	-0.8	-6.8	-2.9
COc1cc(NC(=O)C2CCCC2)c(OC)cc1Cl	-1.0	3.9	0.8	10.1	-0.1	1.4	0.4	5.8	0.3	3.2	1.2
CC1CC(C)CN(CCCNC(=O)c2c(O)nc3ccccn3c2=O)C1 (stereo not given)	-1.2	-83.8	-1.5	-100.3	-26.9	-1.1	0.4	4.4	1.2	-75.3	2.1
Cc1cc(NC(=O)CSc2nc3ccccc3c(=O)n2CCCC(=O)NCc2ccco2)n[nH]1	-1.6	0.1	0.5	10.2	2.0	0.7	0.2	2.3	0.0	7.0	-0.4
CCN1CCN(C(=O)C2=CC(c3ccc(C)cc3)=NS(=O)(=O)N2C)CC1	-0.7	-15.1	0.1	-27.3	-7.6	-0.2	4.5*	1.5	-2.0	-13.5	1.0
COc1ccccc1CNc1ccc2nnc(CCNC(=O)c3ccccc3)n2n1	-1.5	-3.8	-1.0	0.6	2.6	-0.4	0.9	-4.2	0.4	4.0	-2.7
Oc1ccc(-c2cn3cc(C(F)(F)F)ccc3n2)cc1	0.6	-349.0	3.0	-218.8	-66.3	7.7*	-4.2	-14.1	3.5	-289.4	12.0*

Only ADAM17 inh, hcDAF12 agonist and DAX1 inh-1, for some of the entries so far:
structure	ADAM17 inh	hcDAF12 agonist	DAX1 inh-1
Cc1cc(C)n(/N=C/c2cccc([N+](=O)[O-])c2)c(=O)c1	2.1	-0.3	0.2
CCn1nc(NC(=O)c2ccncc2)c2cc3ccc(C)cc3nc21	-0.1	-1.9	-0.5

The listing continues.
SMILES	ssDAF-12 act	PLCb3 inh	FXN GAA850 act	ADAM10 inh	ADAM17 inh	hcDAF12 agonist	DAX1 inh-1	HGIII-sPLA2 inh	DAX1 inh-2	PLC-gamma1 inh	hgDAF-12 ag
O=C(O)c1cccc(-c2ccc(/C=N/NC(=O)c3cccnc3)o2)c1	-0.6	-133.6	2.9	-187.1	-62.6	-0.3	-0.7	8.6	0.0	-127.5	5.0
NC(=O)c1ccsc1NC(=O)CN1CCN(S(=O)(=O)c2ccccc2C(F)(F)F)CC1	-1.6	-0.4	0.4	6.5	2.5	-2.9	-1.0	-15.6	-2.9	3.1	-1.5
CCc1ccc(NC(=O)C(C)OC(=O)c2ccc(-n3cnnn3)cc2)cc1 (stereo not given)	-1.4	-12.7	1.8	1.7	-0.2	-1.7	2.8	4.4	1.6	-5.5	1.6
CSc1cccc(NC(=O)CCS(=O)(=O)c2cccc3nonc23)c1	-0.9	-7.0	-0.9	-1.3	0.8	-1.1	-1.2	-2.2	-0.6	1.6	-0.5
Cc1cc(NS(=O)(=O)c2ccc(NS(=O)(=O)c3cc(C)c(Cl)cc3Cl)cc2)no1	-0.5	-9.6	0.5	-1.4	-1.1	-1.1	0.2	-31.4	0.4	0.4	0.4
CN(NC(=O)COc1ccccc1)c1ccccc1	-0.8	0.6	0.5	-5.4	-4.1	-0.2	3.7	6.5	-0.7	2.0	-1.1
Cc1onc(-c2ccccc2)c1C(=O)NC(C)c1ccccc1 (stereo not given)	-1.8	-4.9	3.4	-5.1	-4.1	0.8	0.7	-0.5	-0.5	-0.8	-1.4
O=C(COC(=O)Cn1cnc2ccccc2c1=O)Nc1ccccc1OC(F)F	-1.2	-0.6	0.9	0.3	-5.7	1.1	1.9	4.7	1.3	3.4	2.1
CCN(C(=O)COC(=O)c1cc(-c2ccccc2)nc2c1c(C)nn2-c1ccccc1)C1CCS(=O)(=O)C1 (stereo not given)	-1.3	-22.0	1.6	-8.6	-2.9	0.2	0.4	3.2	-0.6	-20.6	0.3
COc1ccc(C(=O)Nc2ccc(N3CCN(c4ccc(OC)cc4)CC3)c(C#N)c2)cc1	-1.1	-2.8	0.2	1.3	-5.7	-1.6	0.8	-5.6	-0.4	-1.4	-0.3
CSCCC(NC(=O)c1ccco1)C(=O)NCC(c1ccco1)N1CCCCC1 (stereo not given)	-1.3	-3.7	0.0	1.5	-2.2	-1.6	-0.2	0.8	-0.3	-1.0	2.2
CCC(Cc1ccccc1)n1c(=S)[nH]c2ccccc2c1=O (stereo not given)	-1.3	-9.2	1.6	2.8	-1.6	-1.7	-1.0	5.4	-0.6	-0.8	0.4
Cc1ccc(O)c(-c2cc(C(=O)NCc3ccc4c(c3)OCO4)[nH]n2)c1	-0.3	-1.2	1.5	5.3	3.5	-1.9	0.1	-18.6	0.4	0.6	0.6
Cc1cccc2cc(/C=N/NC(=O)c3ccccc3O)c(Cl)nc12	0.7	-27.1	1.1	4.7	0.2	0.1	-0.2	-14.3	0.6	-15.1	0.4
COc1ccc(C(=O)CSc2nnc(CNC(=O)c3ccccc3)o2)cc1	-1.1	-3.1	-0.6	-5.2	4.2	0.4	-0.4	-31.0	-1.1	-3.3	-0.7
COc1ccc(CNC(=O)C(C)n2nc(C)c3c(C)n(-c4ccccc4)nc3c2=O)c(OC)c1 (stereo not given)	-1.2	-2.3	-3.8	-10.5	2.8	-2.1	-0.7	4.3	-0.4	0.2	-1.7
OC(c1ccc(F)cc1)c1nc(-c2ccc(F)c(Cl)c2)cs1 (stereo not given)	-0.6	0.3	2.4	20.1*	8.4	-0.6	·	-9.1	-1.2	-0.7	-1.2
O=C(COc1ccccc1Cl)NCCNC(=O)c1ccncc1	-0.9	-8.9	1.0	-1.0	-7.0	-1.4	0.1	11.2	-0.3	-2.3	-0.5
CN1CCN(C(=O)c2cccn(Cc3ccc(C(F)(F)F)cc3)c2=O)CC1	-0.6	-2.6	-0.4	-7.7	3.5	0.8	-0.4	0.6	0.0	0.3	1.4
O=C(NCc1ccccn1)c1cccs1	-0.8	3.2	0.3	6.5	-0.3	-1.8	1.4	5.7	-0.2	4.1	-0.1
COc1ccc(NC(=O)CSc2nc3cccnc3n2C)cc1	-1.4	3.5	0.6	5.3	1.8	-2.5	-0.5	-3.3	-0.5	5.1	-4.3
Cc1cccc(-c2cnc(C(O)c3ccc4ccccc4c3)[nH]2)c1 (stereo not given)	-1.0	3.6	-0.1	3.4	5.6	1.7	·	-11.4	-0.6	1.6	2.5
Clc1ccccc1Nc1nc(NCc2ccccc2)nc2ccsc12	-1.8	-101.7	1.5	-208.0	-63.2	-2.4	·	-2.9	-3.5	-37.1	-3.7
C=CC[n+]1c(/C=C/c2ccc(OC(C)=O)c(OC)c2)ccc2ccccc21	-0.3	-65.6	-0.4	-15.7	-8.6	0.3	-0.1	15.6	-0.5	-44.8	0.2
CCCNC(=O)C1(C)CCCN(C(=O)c2cccc(C#N)c2)C1 (stereo not given)	-1.2	0.6	2.4	0.7	-1.4	-1.6	·	0.1	-0.1	0.6	3.1
COc1ccc(CCNS(=O)(=O)c2cccc(C(=O)O)c2)cc1OC	-0.7	4.8	1.2	12.9	-0.4	-1.7	0.5	2.7	-0.7	2.3	-1.6
CS(=O)(=O)N1CCN(c2ccccc2NC(=O)c2ccc([N+](=O)[O-])o2)CC1	-0.4	2.4	0.4	5.1	2.9	-1.6	-1.1	7.4	-1.4	9.9*	-1.9
CON(C)C(=O)C[C@@H]1C[C@H](OC(=O)c2ccc([N+](=O)[O-])cc2)CN1C(=O)OC(C)(C)C	-1.5	2.0	0.5	4.8	1.7	-0.4	-0.3	4.4	0.1	1.6	-1.9
COc1ccc(NC(=O)C2CCCN(C)C2)cc1OCC(C)C (stereo not given)	-0.6	-0.2	-1.2	-10.9	-2.5	-0.9	-1.8	5.4	-0.1	-0.4	0.2
COc1ccccc1Nc1nc(=O)[nH]nc1C	-1.9	0.2	-2.1	-0.9	-3.9	-0.9	-0.3	4.7	-0.1	4.6	1.6
O=C(CN1C(=O)c2ccc([N+](=O)[O-])cc2C1=O)NCC1CCCO1 (stereo not given)	-1.4	-8.9	2.5	-5.7	1.4	-1.2	1.8	13.1	1.2	-2.8	-1.4
Clc1nc(-c2n[nH]nc2Cl)n[nH]1	-1.3	1.6	-0.5	-1.6	-2.4	-2.2	-0.6	-1.0	-0.9	-0.7	1.5
Cc1ccc(S(=O)(=O)Nc2ccccc2CNc2ccc(Br)cn2)cc1	-1.8	-4.2	-0.4	10.2	4.5	-2.4	-0.5	-14.7	-0.3	-0.1	2.3
Cc1ccc(S(=O)(=O)N2C(=O)C(C)SC2=Nc2ccccc2)cc1 (stereo not given)	-1.6	8.0	-3.0	-5.7	-1.4	1.7	2.3	-50.5	0.0	0.5	-1.0
C[C@@H]1CN([C@H](C)CO)C(=O)CCCn2cc(nn2)CO[C@H]1CN(C)C(=O)c1ccc(N2CCN(C)CC2)cc1	-1.4	-5.9	·	-9.2	-1.6	-0.3	·	6.9	-0.2	-0.6	1.0
COc1ccc(CN2CC(C(=O)NCc3cccc(OC)c3)CC2=O)cc1 (stereo not given)	-0.9	7.0	-1.4	0.6	-0.3	0.2	1.8	0.9	0.5	3.7	-0.9
Cc1ccc2nsnc2c1NC(=O)c1ccc(-c2cc(Cl)ccc2Cl)o1	-1.6	-54.0	1.4	-5.0	1.7	-0.7	0.5	2.2	0.0	-38.0	3.5
CCC1Oc2ccccc2N(CC(=O)NCC2CCCO2)C1=O (stereo not given)	-0.6	-4.6	3.1	-2.7	-0.6	1.1	0.5	0.5	0.0	2.3	1.6
CSCCC(c1nc2ccccc2[nH]1)n1c(/C=C/c2ccc(Cl)cc2)nc2ccccc21 (stereo not given)	-1.2	-1.9	·	-6.0	8.0	-2.7	·	-19.3	-1.0	5.4	-2.1
Cc1cc(C)cc(N(CC(=O)Nc2ccc(C)cc2Cl)S(=O)(=O)c2c(C)[nH]c(=O)[nH]c2=O)c1	-0.7	-11.4	1.2	2.0	-5.4	-1.2	-0.2	-47.0	0.0	2.1	-0.7
COC(=O)[C@@]1(Cc2ccc(F)cc2)[C@H]2c3cc(C(=O)N4CCCC4)n(C)c3C[C@H]2CN1C(=O)c1ccccc1	-0.9	-4.7	·	-8.2	-1.6	-3.0	·	6.3	-1.1	1.0	-2.5
CCOc1ccccc1OCC(=O)NCc1ccco1	-1.8	0.7	0.1	3.0	-1.1	-2.2	-0.8	-9.2	-0.1	0.2	0.8
C=CCNc1nnc(C)c2ccccc12	-0.9	0.2	-2.0	-8.5	-2.6	-0.6	-0.4	-1.9	0.1	-2.7	2.0
